Tau fluor cs – counter-screen for tau fibril formation inhibitors. tau K18 P301L Alexa594 fluorescence, heparin fibrillization. Potency, µM (top dose mostly 57.7 µM), for inactives: top-dose activity change, negative = decrease. 280,000 compounds, 0.93% hits; further: on the % scale 0 is the no-effect control and ±100 the full control effect; nearly all actives have a fitted effect of over 55% in size
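Human tau K18 P301L (15 uM unlabeled, 0.24 uM Alexa 594-labeled) in 100 mM sodium acetate pH 7 with 20 uM heparin, 6 hr at 37 C. ThT 30 uM added, 1 hr ambient; Alexa 594 FP and total fluorescence read at 555/632 nm.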
GAA glycogen – alters human alpha-glucosidase cleavage of glycogen | Potency, µM (series often up to 76.4 µM), inactives show top-dose activity change, negative = inhibition, most hits filed as inhibitors | recombinant GAA, glycogen substrate, Amplex Red glucose oxidase fluorescence | 300,000 compounds, 0.38% hits | P10253;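 further: 0% = full enzyme reaction and -100% = no-enzyme basal signal; the screen sought inhibitors and activators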
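Recombinant human enzyme (4 nM); glycogen substrate; 37 C, 40 min, pH 5.0. Readout: coupled glucose oxidase/Amplex Red fluorescence.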
Epigenetic reg – regulators of epigenetic silencing causing reporter derepression in mouse cells; AID 1865; murine LDR cells, GFP reporter derepression, 30 h; Potency, µM (doses to about 53.9 µM), for the others: top-dose GFP activation, usual class: activators; 280,000 compounds, 0.2% hits; further: % of control where 0% means no effect; nearly all actives have a fitted effect of over 60% in size
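Reporter derepression read as number of fluorescent GFP-positive objects, 20-120 um in size, counted by laser-scanning cytometer. Mouse LDR line with an epigenetically silenced CMV-GFP locus; compound incubation 30 h, 37 C.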
* marks the source's active call; other numbers are inactive results; ? = inconclusive; [ ] = remark or other dose. The call rests on the fitted dose curve; in most records, active means well fitted curve in the direction sought with a large enough effect; inconclusive means small, poorly fitted or top-dose-only effect, or another doubt; inactive means no such curve, though single readings can be large; an effect the other way counts as inactive or inconclusive. Potency means the concentration at half of the fitted maximal effect.

Second line of a record – Epigenetic reg	Tau fluor cs	GAA glycogen
> CCOc1ccc(NC(=O)CSc2nnc(-c3ccc(OCC)cc3)o2)cc1
 : -1.3%	5%	-5%[76.3 µM]
> CCC1CN(C(=O)N2CCC(C(=O)NCCN(CC)CC)CC2)c2cc(C)ccc2O1 (centres undefined)
 : 0.0%	-23%	-4%[76.3 µM]
> O=C(CSc1cn(CCNC(=O)c2cccc(C(F)(F)F)c2)c2ccccc12)Nc1ccc2c(c1)OCCO2
 : -1.1%	?	35µM*
> CCC(=O)N1CCc2cc(Br)cc(S(=O)(=O)CCC(=O)N3CCN(c4ccccc4F)CC3)c21
 : -0.4%	-11%	7%[76.3 µM]
> Cc1cc(C)cc(NC(=O)Cn2c(=O)n(-c3cc(C)cc(C)c3)c(=O)c3oc4ccccc4c32)c1
 : 6.5%	-7%	14%[76.3 µM]
> CC1CCN(C(=O)Cn2cc(SCC(=O)Nc3ccccc3)c3ccccc32)CC1
 : -0.2%	8%	11%[76.3 µM]
> O=C(CCCN1C(=O)c2cccnc2Oc2ccc(Cl)cc21)NCc1ccccc1F
 : -0.4%	-4%	-5%[76.3 µM]
> Cc1ccccc1C(=O)Nc1nc(-c2ccc(Br)cc2)ns1
 : 1.1%	-19%	11%[76.3 µM]
> Cc1ccccc1OCC(=O)Nc1ccc(-c2nc3cc(Cl)cc(Cl)c3o2)cc1
 : -1.6%	-4%	14%[76.3 µM]
> COc1ccc(CN(Cc2ccco2)C(=O)COc2ccccc2OC)cc1
 : -1.5%	-2%	3%[76.3 µM]
> Cc1ccccc1-c1nc(CN2CCC(C(=O)NCCc3ccccc3)CC2)c(C)o1
 : 0.8%	-8%	-10%[76.3 µM]
> Cc1ccc(S(=O)(=O)N2CCN(Cc3cc(Br)ccc3O)CC2)cc1
 : -1.6%	-28%	-19%[76.3 µM]
> COc1ccc(N2CCN(C(=O)NCc3noc4ccccc34)CC2)cc1
 : 0.6%	-22%	8%[76.3 µM]
> CCCSc1nnc2c(n1)OC(c1sccc1C)Nc1ccccc1-2 (centres undefined)
 : -2.9%	-5%	-5%[76.3 µM]
> CCSc1ncc(Cl)c(C(=O)Nc2c(C(=O)c3ccc(C)c(F)c3)oc3ccccc23)n1
 : -1.9%	-19%	-2%[76.3 µM]
> COC(=O)c1cccc(CN2C(=O)SC(Nc3ccc(Cl)cc3)C2=O)c1 (centres undefined)
 : -0.3%	?	-14%[76.3 µM]
> O=C(c1ccc(F)cc1F)N1CCC(c2nc(-c3ccc(S(=O)(=O)N4CCCC4)cc3)no2)CC1
 : 3.6%	-12%	0%[76.3 µM]
> COc1ccc(/C=C/c2nc(C#N)c(NCc3ccc(C)cc3)o2)cc1OC
 : -2.0%	?	?
> CCN(CC)CCCNC(=O)c1sc2nc3n(c(=O)c2c1C)CCCCC3
 : 0.0%	-6%	-6%[76.3 µM]
> CCOc1cccc(C(=O)N(Cc2ccc(C)o2)C2CCS(=O)(=O)C2)c1 (centres undefined)
 : -1.0%	-1%	-5%[76.3 µM]
> Cc1sc2ncn(CC(=O)N3CCN(c4ccccc4F)CC3)c(=O)c2c1S(=O)(=O)N1CCC(C)CC1
 : -2.9%	-25%	10%[76.3 µM]
> O=C(NCCSCc1ccc(Cl)cc1)C1CCN(S(=O)(=O)Cc2ccccc2)CC1
 : -1.3%	1%	3%[76.3 µM]
> CCCCN(CCCNC(=O)c1cc(Nc2cccc(SC)c2)nc2ccccc12)Cc1ccccc1
 : 35µM*	1.8µM*[quencher]	-18%[76.3 µM]
> COc1cccc(NC(=O)CCNS(=O)(=O)c2ccc(Br)s2)c1
 : -0.9%	-29%	-1%
> COc1cc(NC(=O)C(Cc2ccccc2)NS(=O)(=O)c2cccc3nsnc23)cc(OC)c1 (centres undefined)
 : -0.1%	?	9%[76.3 µM]
> CCOc1ccc(NC(=O)c2ccc(NC(=O)CCS(=O)(=O)c3cccs3)cc2)cc1
 : 0.0%	-13%	7%[76.3 µM]
> Cc1cccc(NS(=O)(=O)c2ccc(-n3cccn3)cc2)c1C
 : 0.8%	-11%	5%[76.3 µM]
> Cc1cccc(NC(=O)CSc2ccc(-c3sc(-c4ccccc4)nc3C)nn2)c1C
 : ?	?	9%[76.3 µM]
> COc1ccc(S(=O)(=O)N(CC(=O)NCc2ccc(C)cc2)c2ccc(Cl)cc2)cc1
 : -3.6%	-8%	0%[76.3 µM]
> COc1cccc(NC(=O)C(=O)NCC(c2cccnc2)N2CCN(c3ccccc3)CC2)c1 (centres undefined)
 : 3.2%	-28%	-4%[76.3 µM]

Reformatted with bars between the fields: part of the list above
Structure | Epigenetic reg | Tau fluor cs | GAA glycogen
CCN(CC)CCCNC(=O)c1sc2nc3n(c(=O)c2c1C)CCCCC3 | 0.0% | -6% | -6%[76.3 µM]
CCOc1cccc(C(=O)N(Cc2ccc(C)o2)C2CCS(=O)(=O)C2)c1 (centres undefined) | -1.0% | -1% | -5%[76.3 µM]
Cc1sc2ncn(CC(=O)N3CCN(c4ccccc4F)CC3)c(=O)c2c1S(=O)(=O)N1CCC(C)CC1 | -2.9% | -25% | 10%[76.3 µM]
O=C(NCCSCc1ccc(Cl)cc1)C1CCN(S(=O)(=O)Cc2ccccc2)CC1 | -1.3% | 1% | 3%[76.3 µM]
CCCCN(CCCNC(=O)c1cc(Nc2cccc(SC)c2)nc2ccccc12)Cc1ccccc1 | 35µM* | 1.8µM*[quencher] | -18%[76.3 µM]
COc1cccc(NC(=O)CCNS(=O)(=O)c2ccc(Br)s2)c1 | -0.9% | -29% | -1%
COc1cc(NC(=O)C(Cc2ccccc2)NS(=O)(=O)c2cccc3nsnc23)cc(OC)c1 (centres undefined) | -0.1% | ? | 9%[76.3 µM]
CCOc1ccc(NC(=O)c2ccc(NC(=O)CCS(=O)(=O)c3cccs3)cc2)cc1 | 0.0% | -13% | 7%[76.3 µM]
Cc1cccc(NS(=O)(=O)c2ccc(-n3cccn3)cc2)c1C | 0.8% | -11% | 5%[76.3 µM]
Cc1cccc(NC(=O)CSc2ccc(-c3sc(-c4ccccc4)nc3C)nn2)c1C | ? | ? | 9%[76.3 µM]
COc1ccc(S(=O)(=O)N(CC(=O)NCc2ccc(C)cc2)c2ccc(Cl)cc2)cc1 | -3.6% | -8% | 0%[76.3 µM]
COc1cccc(NC(=O)C(=O)NCC(c2cccnc2)N2CCN(c3ccccc3)CC2)c1 (centres undefined) | 3.2% | -28% | -4%[76.3 µM]

(next part)
Second line of a record – Epigenetic reg	Tau fluor cs	GAA glycogen
> COc1cc2[nH]c(=O)n(CCCC(=O)NCc3ccc(Cl)cc3)c(=O)c2cc1OC
 : -1.8%	-15%	9%[76.3 µM]
> CCc1nn(CC(=O)NCCCN(CC)CC)c(=O)c2cc3occc3n12
 : 7.1%	-5%	-10%[76.3 µM]
> Fc1ccc([C@@H]2Nc3ccccc3[C@@H]3C=CC[C@@H]32)cc1
 : -1.7%	?	?
> CCOC(=O)c1c(C)c(-c2ccccc2)n(CC(=O)NCCc2cccc(C)c2)c1C
 : 6.8%	-1%	13%[76.3 µM]
> Fc1cccc(Cl)c1Cn1c(-c2cccs2)nc2ccccc21
 : -5.1%	-22%	-5%[76.3 µM]
> Cc1cc(C)c2c(CC(=O)N(Cc3ccccc3)C3CCS(=O)(=O)C3)coc2c1 (centres undefined)
 : 0.0%	-11%	-9%[76.3 µM]
> CC(C)c1ccc(NC(=O)c2cc3c(=O)oc4ccccc4c3s2)cc1
 : -2.9%	-24%	13%[76.3 µM]
> COc1cccc(N2C(=O)C(CC(=O)Nc3ccccc3)N(CCc3sccc3C)C2=O)c1 (centres undefined)
 : -1.7%	?	-19%[76.3 µM]
> COc1ccc(N(C)C(=O)c2cn(C)c(=O)c3cc(OC)c(OC)cc23)cc1
 : -3.1%	4%	4%
> COc1ccc(NC(=O)Cn2cnc3sc(C)c(S(=O)(=O)N4CCN(c5ccccc5OC)CC4)c3c2=O)cc1OC
 : 3.8%	?	9%[76.3 µM]
> COc1ccc(CCNC(=O)c2cc(=O)c3c(C)cc(C)cc3o2)cc1OC
 : -1.0%	-23%	13%[76.3 µM]
> COc1ccc(S(=O)(=O)N2Cc3ccccc3CC2C(=O)Nc2cccc(C)c2)cc1OC (centres undefined)
 : 1.1%	?	-9%[76.3 µM]
> O=C(COc1ccc(Cl)cc1)N(Cc1ccco1)c1ccccn1
 : -3.2%	-4%	-3%[76.3 µM]
> COc1ccc(CCNc2nc3c(-c4cccc(F)c4)nnn3c3ccccc23)cc1OC
 : -1.6%	3%	10%[76.3 µM]
> CCn1cc(C(=O)OCC(=O)Nc2cc(Cl)ccc2OC)c(=O)c2ccc(C)nc21
 : 0.2%	6%	-12%[76.3 µM]
> COc1ccc2oc(-c3ccc(C)c(NC(=O)c4ccc5c(c4)OCCO5)c3)nc2c1
 : 7.3%	-14%	8%[76.3 µM]
> COc1cc(Cl)c(C)cc1NC(c1ccccc1)c1nnc(-c2ccccc2Cl)o1 (centres undefined)
 : 2.1%	?	-8%[76.3 µM]
> Cc1ccc(CN(C(=O)COc2ccccc2Cl)c2ccccn2)o1
 : -1.6%	-7%	-6%[76.3 µM]
> Cc1coc2c(C)c3oc(=O)c(CCC(=O)NCCc4ccc(Cl)cc4)c(C)c3cc12
 : 0.1%	-3%	13%[76.3 µM]
> COc1ccc(-n2nc(C)c3c(C(F)(F)F)cc(-c4cccnc4)nc32)cc1
 : -0.9%	-17%	15%[76.3 µM]
> CCN(C(=O)c1cc(S(=O)(=O)N2CCOCC2)cn1C)c1ccc(OC)cc1
 : 1.4%	7%	15%[76.3 µM]
> O=C(Nc1cccc(C(F)(F)F)c1)Nc1nnc(N2CCCCC2)s1
 : 0.4%	-7%	10%[76.3 µM]
> CCCc1cc(=O)oc2cc(C)c3c(-c4cccc(OC)c4)coc3c12
 : 3.7%	-10%	18%[76.3 µM]
> Cc1cc(C)c2c(=O)c3c(oc2c1)C(=O)N(CCCOC(C)C)C3c1ccccc1F (centres undefined)
 : ?	-4%	13%[76.3 µM]
> CCc1ccc(NC(=O)c2ccc(NS(=O)(=O)c3c(C)noc3C)cc2)cc1
 : -3.7%	?	2%[76.3 µM]
> CN(CC(=O)Nc1cccc(F)c1)S(=O)(=O)c1ccc2c(c1)n(C)c(=O)c(=O)n2C
 : -2.4%	-4%	-9%[76.3 µM]
> O=c1c(S(=O)(=O)c2ccccc2)cn(Cc2ccc(F)cc2)c2cc(N3CCCCC3)c(F)cc12
 : 0.0%	-1%	9%[76.3 µM]
> CCOc1ccc(CNC(=O)c2ccc3c(c2)sc2nc(-c4ccccc4)cn23)cc1
 : 2.8%	6%	15%[76.3 µM]
> COc1cccc2cc(-c3nc(Cl)c4c5c(sc4n3)CC(C)CC5)c(=O)oc12 (centres undefined)
 : -1.8%	-6%	3%[76.3 µM]
> Cc1ccc(-c2nc3sccn3c2Nc2ccc(C)c(C)c2)cc1
 : -1.8%	?	?
> COc1ccccc1CNC(=O)CCCn1c(=O)c2ccccc2n(Cc2ccccc2F)c1=O
 : 5.5%	-5%	-5%[76.3 µM]
> CCn1c(CC2C(=O)Nc3ccccc32)nc2ccccc2c1=O (centres undefined)
 : -0.7%	-4%	2%[76.3 µM]
> CCCOc1ccc(Nc2cc(C)nc(C)n2)cc1
 : -1.6%	-21%	-1%[76.3 µM]
> CCOc1ccc(CNC(=O)Cn2cc3c(n2)-c2c(oc(C(=O)N4CCOCC4)c2C)CC3)cc1
 : -2.8%	-6%	8%[76.3 µM]
> CCCCN(C)CCNC(=O)C1CCCN(S(=O)(=O)c2ccc3c(c2)oc(=O)n3C)C1 (centres undefined)
 : -1.7%	-11%	-1%[76.3 µM]
> COc1ccc(-n2cc3c(c2-c2cccc(Br)c2)c(=O)n(C)c(=O)n3C)cc1OC
 : -4.6%	-6%	-8%[76.3 µM]
> CCc1cccc(NC(=O)C2CCN(C(=O)c3cnn(-c4ccccc4)c3-n3cccc3)CC2)c1
 : 2.5%	-22%	-7%[76.3 µM]
> Cc1ccccc1NC(=O)Cn1c(=O)n(CCC(=O)NCc2ccc3c(c2)OCO3)c(=O)c2sccc21
 : -1.8%	-6%	1%[76.3 µM]
> O=C(c1ccccc1Cl)N1CCCCC1CCN1CCCCC1 (centres undefined)
 : -4.3%	-6%	-6%[76.3 µM]
> O=C(Cn1c(-c2cccs2)cc2cc(F)ccc21)NCCc1ccc(Cl)cc1
 : 1.1%	-21%	8%[76.3 µM]
> Cc1ccccc1Cc1c(C)nc2nc(SCC(=O)NCCc3ccc(Cl)cc3)nn2c1C
 : 3.6%	-13%	-14%[76.3 µM]
> COc1ccc(-c2noc(CCC(=O)N(C)c3ccccc3C)n2)cc1
 : 0.0%	-11%	-3%[76.3 µM]

Screening data as filed in PubChem.

The list is partial (hit frequency here may not be typical).
